# Compound activity: PubChem, School of Medicine, Indiana University
# FECH inh: blocks human mitochondrial ferrochelatase activity | 20,000 compounds, 3.3% hits | P22830 | calls only at 10 µM (by protocol) | purified FECH, Ni-mesoporphyrin absorbance 550 nm;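 active means enzyme reaction rate more than 3 SD below the solvent-only control wells on the same plate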;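 further: lower slope than DMSO wells means FECH inhibition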
# Target sequence (P22830 whole entry, looked up): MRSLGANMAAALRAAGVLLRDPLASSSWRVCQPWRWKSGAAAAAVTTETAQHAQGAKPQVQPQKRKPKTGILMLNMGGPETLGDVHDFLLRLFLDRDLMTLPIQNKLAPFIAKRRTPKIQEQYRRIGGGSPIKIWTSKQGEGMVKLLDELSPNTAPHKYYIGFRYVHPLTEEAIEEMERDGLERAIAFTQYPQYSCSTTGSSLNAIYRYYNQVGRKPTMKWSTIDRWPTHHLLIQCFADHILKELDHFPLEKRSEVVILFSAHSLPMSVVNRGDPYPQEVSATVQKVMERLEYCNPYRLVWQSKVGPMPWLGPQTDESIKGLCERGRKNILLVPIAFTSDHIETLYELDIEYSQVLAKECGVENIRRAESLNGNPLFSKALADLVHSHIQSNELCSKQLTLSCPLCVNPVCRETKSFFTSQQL
# Calls only; i = inactive; + = active, no number. The list is partial. The share of hits here may be higher or lower than overall.
SMILES,FECH inh
CCCCOc1ccc(C(=O)Nc2cc(C)nn2-c2ncnc3c2cnn3-c2ccc(C)cc2C)cc1,i
Cc1ccc(C)c(S(=O)(=O)NCc2nc3cccnc3n2CC(C)C)c1,i
COCCN(C(=O)c1ccc(C)c(NC(=O)C2CC2)c1)C(C)C,i
Cc1cc(C)cc(-n2c(CN3CCN(C(=O)Nc4ccccc4C(F)(F)F)CC3)nc3cccnc32)c1,i
CCc1c(C)nc2ncnn2c1Sc1ccc(NC(=O)Nc2cc(C)ccc2OC)cc1,i
CNC(=O)C1CCC(Cn2c(=O)c3sccc3n(CC(=O)Nc3ccc(C)cc3)c2=O)CC1 (configuration not stated),i
COc1ccc(C)cc1S(=O)(=O)N1CC(c2ccncc2)C1,i
CC1Cc2cc(-c3nccn3CCc3nc(-c4ccncc4)n[nH]3)ccc2O1 (configuration not stated),i
Cc1ccc(C2(O)CCN(C(=O)c3cnnn3-c3ccccc3)CC2)nc1,i
CC(C)Cc1ccc(S(=O)(=O)N2CCN(c3cc(-c4ccc(F)cc4)ncn3)CC2)cc1,i
CCc1cccc(NC(=O)CCC(=O)N(C)Cc2nc3ccccc3n2C)c1,i
Cc1ccc(S(=O)(=O)NCc2nc3cccnc3n2Cc2ccccc2)c(C)c1,i
Cc1cccc(-n2cc(CN(C)C(=O)c3cc(C)nc(C)n3)cn2)c1,i
Cc1ccc(-c2nnc(-c3nc(NCc4ccco4)c4ccccc4n3)o2)cc1,i
CCCc1cc(Sc2ccc(NC(=O)Nc3cc(OC)cc(OC)c3)cc2)n2ncnc2n1,i
COc1ccc2cc(C(=O)C3CCCN(CCCn4nnnc4C)C3)ccc2c1 (configuration not stated),i
Cc1cc(Nc2ccccc2)nc(Nc2ccc(NC(=O)c3ccc(C)c(C)c3)cc2)n1,i
Cc1cc(N2CCN(CCc3ccncc3)CC2)nc(-c2cccnc2)n1,i
Cc1ccccc1NC(=O)N1CCC(n2cc(Cc3ccccc3)nn2)CC1,i
Cc1ccc(NC(C)(C)C(=O)N[C@H]2C[C@H]3C(=O)NCC(=O)N3C2)cc1,i
CCC(CC)n1nc(C)cc1NC(=O)CN1CCOC1=O,i
Cc1cccn2c(CN3CC=CC3CO)c(C(=O)N(C)CCc3ccccc3)nc12 (configuration not stated),i
Cc1n[nH]c(C)c1C(C)Nc1nc(C2CCCC2)nc2c1cnn2C (configuration not stated),i
C=C(C)COc1ccccc1C(=O)N1CCc2[nH]nc(C(C)C)c2C1,i
Cc1ccc(N2C(=O)N(Cc3ccc(C(C)(C)C)cc3)c3ccccc3S2(=O)=O)cc1F,i
CCN(c1ccccc1)S(=O)(=O)c1ccc2c(c1)CCN2C(=O)CCC(=O)N1CCCCCC1,i
CC1CCN(CCNC(=O)C2CCN(c3ncnc4c3nc3n4CCCCC3)CC2)CC1,i
CN(Cc1cnc(N2CCOCC2)s1)C1CCCc2ccccc21 (configuration not stated),i
COc1ccc(CNC(=O)CN2CCCN(Cc3ccccc3)S2(=O)=O)cc1,i
CC(C)c1ccc(S(=O)(=O)N2CCC(n3c(C(F)(F)F)nc4cccnc43)CC2)cc1,i
CCCc1nc2nc[nH]n2c(=O)c1NC(=O)Nc1cccc(C(F)(F)F)c1,i
CCCc1cc(NCc2ccc(OC)cc2)n2nc(-c3cccnc3)nc2n1,i
Cn1c(CNS(=O)(=O)c2cccc3nsnc23)nc2cccnc21,i
Cc1ccc(NC(=O)CN2CCCN(Cc3cccc(F)c3)S2(=O)=O)c(Cl)c1,i
COc1ccc(N2C(=O)CCS2(=O)=O)cc1S(=O)(=O)Nc1cccc(C)c1,i
CCOC(=O)c1ccccc1NC(=O)CN1CCCN(Cc2ccccc2)S1(=O)=O,i
Cc1ccc(Nc2cc(C)nc(Nc3ccc(NC(=O)c4ccccc4)cc3)n2)cc1,i
CCCSc1ncc(CN2CCC(O)(c3ccc(C)cn3)CC2)cn1,i
Cc1cccc(S(=O)(=O)Nc2cnc(N(C)CCCc3c(C)nn(C)c3C)c(C(=O)O)c2)c1,i
CCCc1nnc2sc(Cc3csc(C)n3)nn12,i
COc1ccc(CCn2c(-c3cnn(C)c3C)n[nH]c2=O)cc1,i
CC(CC(C)(C)O)NCCc1nc(-c2ccccc2)cs1 (configuration not stated),i
CC(=O)c1ccc(S(=O)(=O)NCc2nc3cccnc3n2C2CCCC2)cc1,i
Cc1cccc(Cn2c(CNS(=O)(=O)c3ccc(F)cc3)nc3cccnc32)c1,i
COc1ccccc1CNC(=O)CN(C)Cc1c(C)nn(C)c1C,i
COc1ccc(NC(=O)C2CCN(c3ccc(-c4ccc(C)cc4)nn3)CC2)c(OC)c1,i
Cc1ccc(C)c(C(NC(=O)Cc2c(C)[nH][nH]c2=O)c2cccnc2)c1 (configuration not stated),i
Cc1cc(Cl)ccc1NC(=O)CCn1cnc2ccccc2c1=O,i
Cc1ccc2nc(C)cc(C(=O)N(Cc3nccn3C)C3CC3)c2c1,i
O=C1CC(c2cccc(Cn3cccn3)c2)c2cc3cn[nH]c3cc2N1 (configuration not stated),i
# Later entries
SMILES,FECH inh
Cc1occc1C(=O)N(Cc1cnn(C)c1)C1CC1,i
CCCCN(C)c1nc(Nc2cccc(OC)c2)c2cnn(-c3ccccc3)c2n1,i
CCc1cc(Sc2ccc(NC(=O)Nc3ccc(F)cc3)cc2)n2nc(C)nc2n1,i
Cc1cc(C)c2ncn(CCC(C)O)c(=O)c2c1 (configuration not stated),i
O=C(CCC(=O)N1CCc2cc(S(=O)(=O)Nc3ccc4c(c3)OCO4)ccc21)N1CCCCCC1,i
Cc1cccc(C(=O)Nc2nc3n(n2)C(c2ccc(Cl)cc2)C=C(c2ccccc2)N3)c1 (configuration not stated),+
CCc1nc(C)sc1CNC(=O)C1(COC)CCC1,i
CCOC(=O)Nc1ccc2c(c1)NC(=O)CC2c1cccc(-n2cccn2)c1 (configuration not stated),i
CCOc1ccc(-c2c(Nc3ccccc3C)oc3c2c(=O)n(C)c(=O)n3C)cc1,i
O=C1CCCN1CCn1ccnc1-c1ccncc1,i
Cc1ccc(F)c(NC(=O)CCC(=O)NCC2(CO)CCOCC2)c1,i
CSc1ccccc1NC(=O)CN1c2ccc(C(C)C)cc2-c2ccccc2S1(=O)=O,i
CN(C)C(=O)c1ccc(S(=O)(=O)NCc2ccccc2Cl)s1,i
CC(C)[C@H](NC(=O)c1cccc2nccnc12)C(N)=O,i
CCOc1ccccc1NC(=O)CN1C(=O)CN(C)C(=O)c2ccccc21,i
Cn1c(=O)n(CCOc2ccc(F)cc2)c(=O)c2cnc(-c3cccnc3)nc21,i
COc1cccc(-c2cc(N3CCN(S(=O)(=O)c4ccc(C(C)C)cc4)CC3)ncn2)c1,i
CN(Cc1ccccc1CN1CCCC1)C(=O)c1c[nH]c(=O)[nH]1,i
CCCC(NC(=O)c1cccc(N)c1)c1cccs1 (configuration not stated),i
c1ccc(CCc2nc(-c3ccc4n[nH]nc4c3)n(-c3ccccn3)n2)cc1,i
Cc1cc(C)n2nc(CN(C(=O)CC(C)C)c3ccc(F)cc3)nc2n1,i
Cc1cccc(-c2nc3nc(CN4CCN(CCO)CC4)cc(=O)n3[nH]2)c1,i
O=C(NC1CC(=O)N(c2ccc(Cl)cc2)C1)C1CCCC1 (configuration not stated),i
Cc1cccn2c(CC(=O)NC(Cn3ccnc3)C(C)C)cnc12 (configuration not stated),i
O=C(c1cccs1)N1CCN(S(=O)(=O)c2cc3c4c(c2)CCN4C(=O)CC3)CC1,i
Clc1ccc(CN2CCN(Cc3cnc(CC4CCCC4)[nH]3)CC2)cc1,i
CCS(=O)(=O)N1CCN(Cc2nc3cccnc3n2-c2cc(C)cc(C)c2)CC1,i
O=C(Nc1nc2n(n1)C(c1ccc(F)cc1)C=C(c1ccc(Cl)cc1)N2)c1ccccc1F (configuration not stated),i
O=c1ccn(CCc2n[nH]c(Cc3ccccc3)n2)c(=O)[nH]1,i
CCN(CC)C(=O)C1CCN(c2ccc(-c3cccs3)nn2)CC1,i
CC(C)c1nccn1-c1cc(C(=O)O)cc(S(=O)(=O)N2CCCCCC2)c1,i
COCCNc1nc(Nc2ccc3c(c2)OCO3)c2cnn(-c3ccccc3)c2n1,i
Cc1cc(Nc2ccccc2)nc(Nc2ccc(NC(=O)c3ccc(Br)cc3)cc2)n1,i
OCCOCCN1CCCC1c1nc2ccc(F)cc2[nH]1 (configuration not stated),i
CCc1nc(CN(Cc2ccc(F)cc2)CC2CCCO2)c(C)[nH]1 (configuration not stated),i
Cc1ccc(-c2nnc(-c3nc(N(C)Cc4ccccc4)c4ccccc4n3)o2)cc1,i
CC(CNC(=O)C1CCS(=O)(=O)CC1)N(C)c1ccccc1 (configuration not stated),i
CCC(Nc1cccc(OC)c1)C(=O)N(C)Cc1n[nH]c2c1CCC2 (configuration not stated),i
Cc1ccc(-c2ccnc(N3CCC4(CC3)CNC(=O)O4)n2)c(C)n1,i
Cc1ccc(-n2c(CN3CCN(S(=O)(=O)c4cccc5nsnc45)CC3)nc3cccnc32)cc1,i
CCOc1ccccc1NC(=O)c1cc(-c2ccc(OC)c(S(N)(=O)=O)c2)n[nH]1,i
Cc1ccc(N(Cc2nc3nc(C)cc(C)n3n2)C(=O)Cc2ccc(Cl)cc2)cc1,+
O=C(CSCc1ccccc1Cl)NCc1n[nH]c2c1CCC2,i
CC(O)CNc1nc(Nc2cccc(Cl)c2)c2cnn(-c3ccccc3)c2n1 (configuration not stated),i
CCc1ccc(NC(=O)CN2CCN(Cc3ccc(F)cc3Cl)S2(=O)=O)cc1,i
Cc1cc(N2CCC(C)CC2)n2nc(-c3cccnc3)nc2n1,i
Cc1ccccc1-c1nc(CSc2nc(-c3ccccc3)cc(=O)[nH]2)c(C)o1,i
COc1ccc(N2C(=O)CCS2(=O)=O)cc1S(=O)(=O)N(C)c1ccccc1,i
O=C1CCC(=O)N1c1nc2n(n1)C(c1ccc(Cl)cc1)C=C(c1ccccc1)N2 (configuration not stated),i
CCn1c(C2CCCNC2)nn(CCSC(C)C)c1=O (configuration not stated),i
# (more compounds)
SMILES,FECH inh
Cc1nc(C(=O)N(Cc2cncs2)C2CC2)cs1,i
Cc1ccc(C(=O)CN(c2nc3nc(C)c(Cl)c(C)n3n2)S(=O)(=O)c2ccccc2)cc1,i
CN(Cc1ccn[nH]1)C(=O)CCC(=O)NC1CCCC1,i
C=CCn1ccnc1-c1ccccc1OCC,i
CCN(CC)S(=O)(=O)N1CCC(C(=O)Nc2ccc3nc(CCc4ccccc4)[nH]c3c2)CC1,+
CN(C)CC1(O)CCCN(C(=O)COCc2nc3ccc(F)cc3[nH]2)CC1 (configuration not stated),i
CCN1CC(CN(C)c2nc(C)nc3sccc23)CC1=O (configuration not stated),i
C=Cc1cccc(CN2CCN(C)C3(CCN(C)CC3)C2)c1,i
CCc1c(C)nc2ncnn2c1Sc1ccc(NC(=O)CC(C)C)cc1,i
Cc1ccc(NC(=O)COc2ccccc2F)cc1OCc1cc(=O)n2cccc(C)c2n1,i
CC(C)c1noc(CN(C)C(=O)c2cc(COc3ccccc3)[nH]n2)n1,i
COCCNC(=O)c1nc[nH]c1C(=O)NCc1ccccc1,+
Cc1ccc(N2C(=O)CCS2(=O)=O)cc1S(=O)(=O)N(C)c1ccccc1,i
CCN1CCN(C(=O)C2Cc3cc(S(=O)(=O)N4CCCC4)ccc3N2C(C)=O)CC1 (configuration not stated),i
Cc1cnn(CC2CCN(S(=O)(=O)NCc3ccccc3)CC2)c1,i
COc1ccc(NC(=O)N2CCC(n3cnc4cccnc43)CC2)cc1,i
Cc1cc(C)cc(S(=O)(=O)Nc2cnc(N(CC(C)C)CC(C)C)c(C(=O)O)c2)c1,i
CCn1cc(NC(=O)c2cccc(CN3CC[C@@H]4CCCC[C@H]4C3)c2)nn1,i
CCc1c(C)nc2ncnn2c1Sc1ccc(NC(=O)c2ccccc2OC)cc1,+
CN(CCCc1cnn(C)c1)Cc1cc2ccc(F)cc2[nH]c1=O,i

# 15 neighbouring entries already listed, quoted:
SMILES,FECH inh
C=CCn1ccnc1-c1ccccc1OCC,i
CCN(CC)S(=O)(=O)N1CCC(C(=O)Nc2ccc3nc(CCc4ccccc4)[nH]c3c2)CC1,+
CN(C)CC1(O)CCCN(C(=O)COCc2nc3ccc(F)cc3[nH]2)CC1 (configuration not stated),i
CCN1CC(CN(C)c2nc(C)nc3sccc23)CC1=O (configuration not stated),i
C=Cc1cccc(CN2CCN(C)C3(CCN(C)CC3)C2)c1,i
CCc1c(C)nc2ncnn2c1Sc1ccc(NC(=O)CC(C)C)cc1,i
Cc1ccc(NC(=O)COc2ccccc2F)cc1OCc1cc(=O)n2cccc(C)c2n1,i
CC(C)c1noc(CN(C)C(=O)c2cc(COc3ccccc3)[nH]n2)n1,i
COCCNC(=O)c1nc[nH]c1C(=O)NCc1ccccc1,+
Cc1ccc(N2C(=O)CCS2(=O)=O)cc1S(=O)(=O)N(C)c1ccccc1,i
CCN1CCN(C(=O)C2Cc3cc(S(=O)(=O)N4CCCC4)ccc3N2C(C)=O)CC1 (configuration not stated),i
Cc1cnn(CC2CCN(S(=O)(=O)NCc3ccccc3)CC2)c1,i
COc1ccc(NC(=O)N2CCC(n3cnc4cccnc43)CC2)cc1,i
Cc1cc(C)cc(S(=O)(=O)Nc2cnc(N(CC(C)C)CC(C)C)c(C(=O)O)c2)c1,i
CCn1cc(NC(=O)c2cccc(CN3CC[C@@H]4CCCC[C@H]4C3)c2)nn1,i

# Remaining list, next part:
SMILES,FECH inh
CCOC(=O)c1ccc(NC(=O)c2ccc(CN3C(=O)CCn4nc(C)cc43)cc2)cc1,i
Cc1ccc(CNC(=O)C2(C)Cn3nc(C(=O)NCCN(C)C)cc3C(=O)N2C)cc1 (configuration not stated),i
CC(=O)Nc1ccccc1NC(=O)CNCc1csc2c1CCCC2,i
CCOc1cc(C(=O)Nc2cc(N3CCCS3(=O)=O)ccc2OC)cc(OCC)c1OCC,i
Cc1ccn2c(=O)cc(COc3cccc(NC(=O)C(C)(C)C)c3)nc2c1,i
Cc1ccc(CNC(=O)c2ccc(CN3C(=O)CCn4nc(-c5ccccc5)cc43)cc2)o1,i
Cc1cnc(C)c(Oc2ccccc2CN2CCCCC2)n1,i
CN1C(=O)C2(CCCN(C(=O)c3cnn4c3CCCC4)C2)c2ccccc21 (configuration not stated),i
Cc1ccc(-c2ncc3c(=O)n(Cc4c(C)cc(C)cc4C)c(=O)n(C)c3n2)cc1,i
CCCc1cc(=O)n2[nH]c(CNc3cccc(C)c3C)nc2n1,+
